Giardia killer: Giardia lamblia killing; Giardia lamblia trophozoite viability; 0.15% of 340,000 active; activity change, % at 7.66 µM, hits read low; AID 540267; in the data active means activity change below about -80%; inconclusive means between about -30% and that limit;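 further: parasites exposed to compound for two days anaerobically before the ATP read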
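Giardia lamblia trophozoites (100 cells/well) were incubated with compounds for 48 h at 37 deg C under anaerobic conditions. Viability was read as ATP content by one-step luminescence after 15-30 min at room temperature.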
hERG WT inh: inhibitors of human wildtype KCNH2 potassium channel. AID 720551. Q12809. U2OS, BacMam KCNH2, thallium flux FluxOr; stronger effect = lower value. activity change, % at 1.84 µM. 0.37% of 340,000 active;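 active means maximum activity change below -70%; inconclusive means maximum activity change between -70% and -50%; inactive means maximum activity change above -50%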
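U2OS cells transduced with wild-type KCNH2 virus are loaded with FluxOr dye for 45 min, and thallium flux is measured in kinetic reads before and after stimulation buffer. Rate constants are normalized to DMSO controls.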
uPA surface inh: inhibitors of cell surface uPA generation | cell surface uPA generation assay, qHTS | Potency, µM (top dose mostly 38.3 µM), for inactives: at the highest dose activity change, negative = inhibition, hits mostly inhibitors | 0.31% of 330,000 active; active means well fitted inhibition curve with a large enough effect; inconclusive means small, poorly fitted or top-dose-only effect; inactive means no such curve, though single readings can be large or run the other way; tested in mouse RAW 264.7 cells; further: potency means the concentration at half of the fitted maximal effect; nearly all actives have a fitted effect of over 55% in size
USP2a block: inhibitors of human ubiquitin-specific protease USP2a; AID 463254; USP2 core, Ub-CHOP2 coupled fluorogenic reporter, 485/531; O75604; Potency, µM (titrated, usually from 38.3 µM), without a hit: at the top dose activity change, negative = inhibition, actives largely listed as inhibitors; 0.01% of 330,000 active;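 further: potency means the concentration at half of the fitted maximal effect; plate controls were DMSO wells for no effect and full inhibition by NEM control for full effect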
Target sequence (O75604 whole entry, looked up): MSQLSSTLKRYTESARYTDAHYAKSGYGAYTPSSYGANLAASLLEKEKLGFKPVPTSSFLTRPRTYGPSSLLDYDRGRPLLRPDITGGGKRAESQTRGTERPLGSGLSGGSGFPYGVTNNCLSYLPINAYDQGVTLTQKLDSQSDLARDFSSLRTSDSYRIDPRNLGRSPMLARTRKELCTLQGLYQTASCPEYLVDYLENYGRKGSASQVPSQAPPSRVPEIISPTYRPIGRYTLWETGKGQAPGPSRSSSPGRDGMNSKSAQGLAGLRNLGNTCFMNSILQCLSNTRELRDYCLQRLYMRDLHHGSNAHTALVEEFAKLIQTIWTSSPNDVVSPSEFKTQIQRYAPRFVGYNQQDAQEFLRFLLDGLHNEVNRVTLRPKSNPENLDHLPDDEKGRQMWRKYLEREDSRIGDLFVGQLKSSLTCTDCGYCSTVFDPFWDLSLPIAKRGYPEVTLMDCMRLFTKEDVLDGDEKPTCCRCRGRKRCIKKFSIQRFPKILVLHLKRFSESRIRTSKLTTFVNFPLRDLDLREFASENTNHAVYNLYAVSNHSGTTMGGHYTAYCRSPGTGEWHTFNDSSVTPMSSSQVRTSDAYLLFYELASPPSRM
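Deubiquitinase activity read as fluorescence (485/531 nm) after Ub-CHOP2 cleavage activates the enterokinase reporter on its substrate; USP2 core 10nM, Ub-CHOP2 and substrate 25nM each, 30min compound preincubation then 60min RT; data normalized to NEM, curves fitted.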
KCNH2 3.1 inh: blocks the human KCNH2 3.1 channel isoform | U2OS KCNH2 3.1, thallium flux FluxOr; stronger effect = lower value | activity change, % (tested at about 1.8 µM) | 0.95% of 340,000 active | AID 720553;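 active means maximum activity change below -70%; inconclusive means maximum activity change from -70% to -50%; inactive means maximum activity change above -50%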;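 further: thallium influx rate constant from kinetic fluorescence after stimulation buffer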
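Measured as rate of thallium-driven FluxOr signal in transduced U2OS cells carrying the 3.1 channel, read kinetically for 2 min upon stimulation; values are rate constants scaled to DMSO control wells.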
Chronic BCR inh: inhibitors of chronic active B-cell receptor signaling | ABC-DLBCL IkBa-CBG/CBR reporter, luminescence ratio, 4 h | Potency, µM (highest dose often 46.1 µM), without a hit: at the highest dose ratio change, negative = lower green/red ratio, actives largely listed as inhibitors | 0.05% of 340,000 active; active means well fitted inhibition curve with a large enough effect in the signal ratio, with a control signal flat, not every such curve was filed as active; inconclusive means small, poorly fitted or top-dose-only effect, or effect the other way, or a change in a side signal; the % refers to the signal ratio;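 further: potency means the concentration at half of the fitted maximal effect; plate controls were basal doxycycline-induced cells for no effect and cells given 10 µM MG132 for full effect; MG132 reads +100%, hits lower the ratio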
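Doxycycline induced both beetle luciferases in TMD8 lymphoma cells; IKK-driven degradation limits the IkappaBalpha-fused green signal, while red luminescence normalises for cell number and nonspecific effects. Compounds tested up to 46 uM, 4 hrs.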
Eya2 phos inh: Eya2 (human) phosphatase inhibition | recombinant Eya2, OMFP fluorescence dephosphorylation (OMFP is methylfluorescein phosphate) | 0.006% of 330,000 active | Potency, µM (titrated, usually from 76.9 µM), without a hit: at the top dose activity, negative = inhibition, most hits filed as inhibitors; further: potency means the concentration at half of the fitted maximal effect
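Eya2 (0.2 uM) preincubated 10 min at ambient with compound, then OMFP substrate added at 50 uM; 10 min reaction in 50 mM HEPES pH 7.5, 50 mM NaCl, 5 uM MgCl2, 0.05% BSA, 1 mM DTT. Fluorescence read at Ex 485/Em 525 nm.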
B2AR arrestin: recruits beta-arrestin to the human beta2-adrenergic receptor. 0.02% of 330,000 active. beta-arrestin recruitment to beta2AR, cell-based reporter. Potency, µM (top dose mostly 46.1 µM), inactives show at the top dose activation, hits mostly activators;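 further: potency means the concentration at half of the fitted maximal effect; 0% = DMSO controls and full agonism = EC100 isoproterenol or metaproterenol; nearly all actives have a fitted effect of over 65% in size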
Target sequence (P07550 whole entry, looked up): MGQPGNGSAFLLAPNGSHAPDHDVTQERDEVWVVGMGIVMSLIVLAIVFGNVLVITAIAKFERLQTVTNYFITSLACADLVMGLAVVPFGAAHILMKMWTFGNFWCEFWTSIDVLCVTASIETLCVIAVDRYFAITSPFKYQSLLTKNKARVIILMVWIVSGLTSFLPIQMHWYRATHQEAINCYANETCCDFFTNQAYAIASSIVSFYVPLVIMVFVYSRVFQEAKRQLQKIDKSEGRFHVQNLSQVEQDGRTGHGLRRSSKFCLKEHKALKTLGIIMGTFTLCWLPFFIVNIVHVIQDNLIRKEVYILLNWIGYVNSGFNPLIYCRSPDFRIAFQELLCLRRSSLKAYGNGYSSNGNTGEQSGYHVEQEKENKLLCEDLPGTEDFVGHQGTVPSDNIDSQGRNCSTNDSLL
Coupling enz: inhibits coupling enzyme system, counter-screen for aldolase hits | coupling enzyme system counterscreen, AmpLite Red fluorescence | activity change, negative = inhibition, % at 58.2 µM, hits read low | 0.67% of 290,000 active | AID 2472; in the data active means activity change below about -30%
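Activity here indicates interference with the coupling reaction, not aldolase inhibition. Compounds at 57.5 uM final met coupling enzymes for 10 min at RT; substrate and AmpLite Red detection followed, with a 525/598 nm fluorescence read after 20 min.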
GALK inh: blocks human galactokinase activity; Potency, µM (highest dose often 57.5 µM), without a hit: top-dose activity change, negative = inhibition, most hits filed as inhibitors; Purified GALK, Kinase-Glo residual ATP luminescence; P51570; 0.007% of 270,000 active; further: potency means the concentration at half of the fitted maximal effect
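Compounds were pin-transferred into ATP buffer (35 uM final), then GALK plus galactose (5 nM, 100 uM final) was added. After 1 h at room temperature, Kinase-Glo Plus was added and luminescence read after 10 min.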
PKM2 activator: increases activity of human pyruvate kinase M2. Potency, µM (series often up to 57.5 µM), for inactives: top-dose activation, hits mostly activators. P14618. 0.34% of 260,000 active. purified PKM2, Kinase-Glo ATP luminescence, activation; response scale: 0% is enzyme alone, no compound; further: potency means the concentration at half of the fitted maximal effect; nearly all actives have a fitted effect of over 55% in size
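hPK-M2, >95% pure; 0.1 mM ADP / 0.5 mM PEP final; imidazole pH7.2 buffer w/ 7 mM MgCl2, 50 mM KCl; 1 h RT; Kinase-Glo lum. Intermediate enzyme activity for dual inhibitor/activator qHTS.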
Numbers without * were called inactive; [ ] = another dose, or the depositor's remark. Unless noted, the call rests on the fitted dose curve; in most records, active means well fitted curve in the direction sought with a large enough effect; inconclusive means small, poorly fitted or top-dose-only effect, or another doubt; inactive means no such curve, though single readings can be large; an effect the other way counts as inactive or inconclusive. Unless noted, on the % scale 0 is the no-effect control and ±100 the full control effect.

CCCc1nnc(NC(=O)CCC(=O)Nc2ccc(Cl)cc2)s1 was read as Giardia killer 5, hERG WT inh -12, uPA surface inh 19%, USP2a block -3%, KCNH2 3.1 inh 5, Chronic BCR inh -1%, Eya2 phos inh 11%, B2AR arrestin -0.2%, Coupling enz -2 and GALK inh 5%.
`O=C1c2oc3ccccc3c(=O)c2C(c2cccc(O)c2)N1CCCN1CCOCC1` (stereo unspecified) gave Giardia killer 2, hERG WT inh 0, uPA surface inh 4%, USP2a block 5%, KCNH2 3.1 inh -12, Chronic BCR inh 0%, Eya2 phos inh -10%, B2AR arrestin -0.9%, Coupling enz 3, GALK inh 2% and PKM2 activator 3%.
Screening O=C(NCCC1=CCCCC1)c1cc(S(=O)(=O)N2CCCCC2)ccc1Cl returned Giardia killer 11, hERG WT inh 5, uPA surface inh 4%, USP2a block -1%, KCNH2 3.1 inh 13, Chronic BCR inh 6%, Eya2 phos inh 4% and B2AR arrestin -0.4%.
CC1CN(CC(=O)Nc2cc(S(=O)(=O)N3CCCC3)ccc2Cl)CC(C)O1 (stereo unspecified) was read as Giardia killer 33[activator], hERG WT inh -7, uPA surface inh 5%, USP2a block -3%, KCNH2 3.1 inh 0, Chronic BCR inh 2%, Eya2 phos inh -11%, B2AR arrestin -0.2%, Coupling enz 6, GALK inh 6% and PKM2 activator 0%.
CCCCc1ccc(NC(=O)OC)cc1 was read as Giardia killer 18, hERG WT inh 3, uPA surface inh 4%, USP2a block 7%, KCNH2 3.1 inh -5, Chronic BCR inh -1%, Eya2 phos inh 0%, B2AR arrestin 0.5%, Coupling enz -1, GALK inh -2% and PKM2 activator -4%.
Cc1ccc2oc(C(=O)N(Cc3nccn3C)C(C)C)c(C)c2c1 was read as Giardia killer -11, hERG WT inh 6, uPA surface inh -19%, USP2a block 1%, KCNH2 3.1 inh 0, Chronic BCR inh 2%, Eya2 phos inh 3%, B2AR arrestin -0.9%, Coupling enz 3, GALK inh -1% and PKM2 activator 1%.
For CCOC(=O)/C(=N\Nc1ccc(Br)cc1)N1CC(C)OC(C)C1 (stereo unspecified) the results were Giardia killer -5, hERG WT inh 1, uPA surface inh 6%, USP2a block 0%, KCNH2 3.1 inh -8, Chronic BCR inh inconclusive, Eya2 phos inh -24%, B2AR arrestin -0.7%, Coupling enz -2, GALK inh -2% and PKM2 activator 0%.
CCOc1ccc(CCn2c(-c3ccco3)nc3ccccc3c2=O)cc1OCC was read as Giardia killer 12, hERG WT inh 6, USP2a block inconclusive, KCNH2 3.1 inh -5, Chronic BCR inh inconclusive, Eya2 phos inh 9%, B2AR arrestin -0.9%, Coupling enz -2, GALK inh 0% and PKM2 activator 14%.
`COc1cc(C(=O)Nc2nc(C)cc(C)n2)cc(OC)c1OC` gave Giardia killer 7, hERG WT inh -1, uPA surface inh 14%, USP2a block -2%, KCNH2 3.1 inh 6, Chronic BCR inh -4%, Eya2 phos inh 4%, B2AR arrestin 7.1%, Coupling enz 0, GALK inh -4% and PKM2 activator 3%.
CC1CCN(C(=O)COC(=O)/C=C/c2ccco2)CC1 was read as Giardia killer -20, hERG WT inh 1, uPA surface inh inconclusive, USP2a block -1%, KCNH2 3.1 inh 2, Chronic BCR inh 0%, Eya2 phos inh 3% and B2AR arrestin 6.1%.

Reprinted at random: 3 records from the list
CCCc1nnc(NC(=O)CCC(=O)Nc2ccc(Cl)cc2)s1 was read as Giardia killer 5, hERG WT inh -12, uPA surface inh 19%, USP2a block -3%, KCNH2 3.1 inh 5, Chronic BCR inh -1%, Eya2 phos inh 11%, B2AR arrestin -0.2%, Coupling enz -2 and GALK inh 5%.
`COc1cc(C(=O)Nc2nc(C)cc(C)n2)cc(OC)c1OC` gave Giardia killer 7, hERG WT inh -1, uPA surface inh 14%, USP2a block -2%, KCNH2 3.1 inh 6, Chronic BCR inh -4%, Eya2 phos inh 4%, B2AR arrestin 7.1%, Coupling enz 0, GALK inh -4% and PKM2 activator 3%.
Screening O=C(NCCC1=CCCCC1)c1cc(S(=O)(=O)N2CCCCC2)ccc1Cl returned Giardia killer 11, hERG WT inh 5, uPA surface inh 4%, USP2a block -1%, KCNH2 3.1 inh 13, Chronic BCR inh 6%, Eya2 phos inh 4% and B2AR arrestin -0.4%.

Next section:
For COc1cccc(C(=O)Nc2ccc(S(=O)(=O)Nc3nccc(C)n3)cc2)c1 the results were Giardia killer -13, hERG WT inh -4, uPA surface inh 3%, USP2a block -1%, KCNH2 3.1 inh -15, Chronic BCR inh 0%, Eya2 phos inh -1%, B2AR arrestin -0.8%, Coupling enz -2, GALK inh 1% and PKM2 activator 0%.
Screening O=C(NC1CCCCC1)NC1C2CC3CC(C2)CC1C3 (stereo unspecified) returned Giardia killer 7, hERG WT inh -23, uPA surface inh 14%, USP2a block 2%, KCNH2 3.1 inh 4, Chronic BCR inh 1%, Eya2 phos inh 1%, B2AR arrestin -0.9%, Coupling enz -3, GALK inh -3% and PKM2 activator 3%.
For COC(=O)c1cc2c(=O)c3ccccc3oc2nc1C the results were Giardia killer 3, hERG WT inh 0, uPA surface inh -6%, USP2a block 3%, KCNH2 3.1 inh 6, Chronic BCR inh 4%, Eya2 phos inh -9%, B2AR arrestin -1.2%, Coupling enz 2 and GALK inh -2%.
C/C(=N\O)C(=O)Nc1ccccc1 was read as Giardia killer -9, hERG WT inh -6, uPA surface inh -9%, USP2a block 0%, KCNH2 3.1 inh -18, Chronic BCR inh -1%, Eya2 phos inh 10%, B2AR arrestin -1.1%, Coupling enz 0, GALK inh 1% and PKM2 activator -4%.
For CC(NC(=O)C1CCN(S(=O)(=O)c2cccc3nonc23)CC1)c1ccccc1 (stereo unspecified) the results were Giardia killer -18, hERG WT inh 0, uPA surface inh 4%, USP2a block 1%, KCNH2 3.1 inh -1, Chronic BCR inh -7%, Eya2 phos inh -2%, B2AR arrestin -0.3%, Coupling enz 5, GALK inh 5% and PKM2 activator -2%.
Screening O=C(CNC1CCCCC1)Nc1ccc(S(=O)(=O)N2CCCCC2)cc1 returned Giardia killer 0, hERG WT inh 17, uPA surface inh -9%, USP2a block 1%, KCNH2 3.1 inh 6, Chronic BCR inh 0%, Eya2 phos inh -1%, B2AR arrestin 0.1%, Coupling enz 2, GALK inh 3% and PKM2 activator -1%.
For CCc1ccc(OCC(=O)NC(NC(=S)Nc2ccccc2OC)C(Cl)(Cl)Cl)cc1 (stereo unspecified) the results were Giardia killer 15, hERG WT inh 12, uPA surface inh 5%, USP2a block 1%, KCNH2 3.1 inh -11, Chronic BCR inh -2%, Eya2 phos inh 2%, B2AR arrestin -0.7%, Coupling enz 3, GALK inh 2% and PKM2 activator 3%.
Screening Cc1cccc(OCC(=O)Nc2ccc(N3CCN(S(C)(=O)=O)CC3)cc2)c1 returned Giardia killer -5, hERG WT inh -1, uPA surface inh 2%, USP2a block 0%, KCNH2 3.1 inh 3, Chronic BCR inh 1%, Eya2 phos inh -12%, B2AR arrestin -0.5%, Coupling enz -1, GALK inh -3% and PKM2 activator -2%.
Screening c1ccc2c(C3=NNC(=NC4CCCCC4)SC3)c[nH]c2c1 returned Giardia killer 6, hERG WT inh 4, uPA surface inh -26%, USP2a block 0%, KCNH2 3.1 inh -86*, Chronic BCR inh inconclusive, Eya2 phos inh -5%, B2AR arrestin 6.9%, Coupling enz 3, GALK inh -1% and PKM2 activator -1%.
For CCc1nnc(NS(=O)(=O)c2ccc(NC(=S)NC(=O)/C=C/c3ccc([N+](=O)[O-])cc3)cc2)s1 the results were Giardia killer 8, hERG WT inh 2, uPA surface inh 4%, USP2a block 4%, KCNH2 3.1 inh 12, Chronic BCR inh -5%, Eya2 phos inh 7%, B2AR arrestin -0.6%, Coupling enz 3 and PKM2 activator 3%.
`Nc1nncn1C(=O)c1ccccc1Cl` gave Giardia killer 5, hERG WT inh 11, uPA surface inh 4%, USP2a block -1%, KCNH2 3.1 inh -5, Chronic BCR inh inconclusive, Eya2 phos inh -14%, B2AR arrestin -0.1%, Coupling enz 1, GALK inh 1% and PKM2 activator -1%.
`CCOC(=O)c1sc(NC(=O)CCN2CC(C)OC(C)C2)c(C(=O)OCC)c1C` (stereo unspecified) gave USP2a block -1%, Chronic BCR inh -2%, Eya2 phos inh -3%, B2AR arrestin -0.2%, Coupling enz 0, GALK inh 0% and PKM2 activator 3%.
CCC1CN(C(=O)N2CCC(C(=O)NCc3ccccc3OC)CC2)c2cc(C)ccc2O1 (stereo unspecified) was read as Giardia killer 2, hERG WT inh -5, uPA surface inh -5%, USP2a block -2%, KCNH2 3.1 inh -7, Chronic BCR inh -2%, Eya2 phos inh -21%, B2AR arrestin 0.1% and GALK inh 3%.

From PubChem BioAssay
